# human PMI inhibition: inhibitors of human PMI, primary screen, biochemical, fluorescence intensity, coupled assay (AID 1209) | purified PMI enzyme, coupled fluorescence intensity; higher % means a stronger effect | inhibition, % at 20 µM, or IC50 in µM where a hit was titrated | 190,000 tested, 0.42% active;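 further: plate controls were DMSO vehicle for no effect and wells lacking substrate for full effect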
# PMI inhibition: MPI inhibition at elevated mannose 6-phosphate – biochemical, fluorescence intensity, high mannose 6-phosphate, primary screen (AID 1220). recombinant PMI enzyme, coupled fluorescence intensity; higher % means a stronger effect. inhibition, % at 20 µM, or IC50 in µM where a hit was titrated. 190,000 tested, 0.66% active
# WT yeast gro inh: growth inhibition of WT yeast, mitochondrial fusion screen; mitochondrial fusion phenotypic screen, WT strain; inhibition, % at 10 µM; 190,000 tested, 2.1% active; AID 1362; in the data active means inhibition above about 58%; tested in S. cerevisiae
# TNAP activation fold: stimulation of alkaline phosphatase TNAP activity – biochemical, luminescent, no phosphate acceptor, uHTS, primary screen (AID 1001) | purified TNAP, luminescent activation assay, no phosphate acceptor; higher activation fold means a stronger effect | 200,000 tested, 0.03% active | activation fold at 20 µM, or EC50 in µM where a hit was titrated; in the data active means activation fold from about 3, or a potency from the dose series; inactive means the rest, 99 in 100 with activation fold below about 1.6; further: many of its hits are not listed in these tables
# Hep lipid drop: hepatic lipid droplet formation modulation; AML12 mouse hepatocytes, oleate lipid droplets, BODIPY imaging; inhibition, % at 6.5 µM; 240,000 tested, 0.4% active;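 active means lipid droplet intensity inhibited by at least 50%, with more than 500 cells counted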
#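 Assay system: AML12 mouse liver cells | Compound: 6.5 µM single-point dosing | Schedule: Overnight exposure | Technique: Fluorescence imaging, 20x objective, two fields per well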
# P. falciparum M1AAP: P. falciparum M1AAP inhibitors, biochemical, fluorogenic H-Leu-NHMec substrate, 1536-well (AID 1445); recombinant M1AAP, H-Leu-NHMec fluorogenic kinetic assay; higher % means a stronger effect; inhibition, % at 30 µM; hits with a dose series show IC50 in µM; 220,000 tested, 0.42% active;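 active means primary inhibition above the hit cutoff, then over 50% inhibition at one or more dose response concentrations, cut at about 23% in these data, passing the limit was not always enough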;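 further: plate controls were DMSO full reaction for no effect and no enzyme background for full effect; strong numbers were not always called active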
# CSM14.1 death rescue: protection against thapsigargin-triggered cell killing – 384-well, CSM14.1, ATP luminescence, primary screen (AID 1222); one-dose cellular ATP content (survival), % at 20 µM; EC50 in µM for titrated hits; 190,000 tested, under 10 active; CSM14.1 thapsigargin-induced death rescue, ATP luminescence; higher % means a stronger effect;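 active means EC50 below 50 µM in the dose-response confirmation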;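 further: death triggered by thapsigargin at about 15 µM added after 2 h compound pretreatment; cell ATP read after overnight thapsigargin exposure of roughly 18 to 22 hours; normalized against plate controls of thapsigargin alone and 5% DMSO vehicle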
# K1F lysis inhibition: inhibition of K1F phage lysis, E. coli UTI89, bacterial capsule biogenesis inhibitors, alamar blue (AID 488966); inhibition, % at 100 µM; hits with a dose series show IC50 in µM; 340,000 tested, 0.02% active; E. coli UTI89 K1F phage lysis, alamar blue, 2 h; higher % means a stronger effect;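 active means phage lysis inhibition, versus mean bacterial control, above a set limit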;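 further: capsule biogenesis inhibitors block K1F phage lysis so surviving cells raise fluorescence; higher fluorescence means more inhibition of phage lysis; actives were called in the ten point dose series up to 300 µM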
# Myeloid diff MLP: compounds promoting myeloid differentiation; 360,000 tested, 1% active; AID 624256; calls only at 10 µM; ER-HoxA9 myeloid progenitors, lysozyme-GFP differentiation, flow cytometry;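 active means normalized GFP-positive differentiation at or above the plate's own cutoff, the solvent-only control mean plus 3 SD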;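 further: cells exposed to compound for four days before flow analysis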
# WT yeast gro inh mutant strain: second read-out of WT yeast gro inh, no call of its own (marks repeat the call); inhibition, %; mitochondrial fusion phenotypic screen, mutant strain inhibition
# Hep lipid drop cells 6.5 µM: further read-out of Hep lipid drop, marked with its call; cell count; measured here: cell count, cytotoxicity flag;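 cells counted across two imaged fields per well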
# Myeloid diff MLP GFP+ MAC1+ %: further read-out of Myeloid diff MLP, marked with its call; GFP+ MAC1+ double positive, %; measured here: differentiation confirmed by MAC1 staining
# Starred values were filed as active, the others as inactive; i = inactive; x = no result given; [ ] = dose if it differs, or a comment. Unless noted, no stated cut-off is given here; in the data, active means inhibition above about 50%; inactive means the rest. Rows are unselected, and some 4.6% of all compounds hit somewhere here.
SMILES,human PMI inhibition,PMI inhibition,WT yeast gro inh,WT yeast gro inh mutant strain,TNAP activation fold,Hep lipid drop,Hep lipid drop cells 6.5 µM,P. falciparum M1AAP,CSM14.1 death rescue,K1F lysis inhibition,Myeloid diff MLP,Myeloid diff MLP GFP+ MAC1+ %
C=CCOC(=O)C1=C[C@H](c2ccc(Br)cc2)[C@@H](CCCO)[C@H](OCC)O1,18%,12%,0,-1,1.1,-29,667,3%,-4.6%,-1.1%,i,0.5
C/C(=N\N=C1\NC(=O)C(CC(=O)Nc2ccc(C)c(Cl)c2)S1)C(C)(C)C (stereo unspecified),21%,16%,45,-12,1,10,705,-2%,-2.3%,0.1%,i,0.8
CC(C)NC(=S)N/N=C/c1cccnc1,x,x,x,x,x,1,758,3%,x,-1.5%,i,0.5
O=C(Nc1ncc([N+](=O)[O-])s1)C1CCN(S(=O)(=O)c2cnc[nH]2)CC1,17%,17%,5,8,1,13,607,15%,1.2%,2.9%,i,1.1
CC(C)(C)C(=O)C(Oc1cccc2nonc12)n1cncn1 (stereo unspecified),-1%,1%,7,-12,1.1,x,x,2%,2.2%,-0.4%[50 µM],i,4.5
N#Cc1c2n(c3c(=O)n(CC(=O)c4ccc([N+](=O)[O-])cc4)cnc13)CCCCC2,-7%,2%,-6,-16,1,5,775,-1%,-2.6%,2.0%,i,0.5
COc1ccc(OCC(=O)N2CCN(C(=O)Cc3ccccc3)CC2)cc1,-3%,-1%,-4,-6,0.9,-20,662,3%,-2.5%,0.2%,i,1.4
Cc1cccc(C)c1NC(=S)N1CCOCC1,x,x,x,x,x,-5,666,1%,x,0.1%,i,0.2
CCOc1ccc(-c2cn(-c3ccc(OC)cc3)c(SC)n2)cc1,-3%,-15%,54,33,1.1,30,789,4%,-2.7%,1.0%[50 µM],i,0.8
Cc1ccc(-c2nnn(CC(=O)N(CC(=O)NC(C)C)c3cnc4ccccc4c3)n2)o1,2%,0%,-8,6,1.1,8,743,3%,4.3%,-1.0%,i,2.2
Cc1ccccc1-n1c(N)cc(=O)[nH]c1=S,0%,-4%,-12,-2,0.9,4,786,2%,-1.0%,0.1%,i,6.4
COc1ccccc1CNC(=O)C(CC(C)C)NS(=O)(=O)c1ccc2c(c1)oc(=O)n2C (stereo unspecified),-2%,4%,-3,-8,1.2,x,x,0%,-1.1%,-0.7%,i,4.4

# Laid out differently: entries from further up
SMILES: O=C(Nc1ncc([N+](=O)[O-])s1)C1CCN(S(=O)(=O)c2cnc[nH]2)CC1
  human PMI inhibition = 17%
  PMI inhibition = 17%
  WT yeast gro inh = 5
  WT yeast gro inh mutant strain = 8
  TNAP activation fold = 1
  Hep lipid drop = 13
  Hep lipid drop cells 6.5 µM = 607
  P. falciparum M1AAP = 15%
  CSM14.1 death rescue = 1.2%
  K1F lysis inhibition = 2.9%
  Myeloid diff MLP = i
  Myeloid diff MLP GFP+ MAC1+ % = 1.1

SMILES: CC(C)(C)C(=O)C(Oc1cccc2nonc12)n1cncn1 (stereo unspecified)
  human PMI inhibition = -1%
  PMI inhibition = 1%
  WT yeast gro inh = 7
  WT yeast gro inh mutant strain = -12
  TNAP activation fold = 1.1
  Hep lipid drop = x
  Hep lipid drop cells 6.5 µM = x
  P. falciparum M1AAP = 2%
  CSM14.1 death rescue = 2.2%
  K1F lysis inhibition = -0.4%[50 µM]
  Myeloid diff MLP = i
  Myeloid diff MLP GFP+ MAC1+ % = 4.5

# Next part:
SMILES,human PMI inhibition,PMI inhibition,WT yeast gro inh,WT yeast gro inh mutant strain,TNAP activation fold,Hep lipid drop,Hep lipid drop cells 6.5 µM,P. falciparum M1AAP,CSM14.1 death rescue,K1F lysis inhibition,Myeloid diff MLP,Myeloid diff MLP GFP+ MAC1+ %
O=C(CCN1C(=O)c2ccccc2C1=O)NC(=S)Nc1ccccc1Cl,6%,2%,24,15,1,8,786,4%,-3.4%,0.1%,i,0.1
O=C(CCn1[nH]c(=O)c2ccccc2c1=O)N1CCOCC1,-5%,0%,17,19,1.1,-2,781,6%,0.6%,0.7%,i,0.7
COc1c(C)cc(C(=O)C2CCCN(Cc3ccc(Oc4ncccn4)cc3)C2)cc1C (stereo unspecified),10%,-2%,-3,10,1,-102,559,-4%,3.9%,0.2%,i,0.4
COc1ccc(S(=O)(=O)CCC(=O)Nc2cc(C)ccc2OC)cc1,-30%,-4%,1,14,1.1,-2,682,4%,-7.3%,-0.2%,i,0.1
CCN1/C(=C(\O)c2ccccc2)C(=O)c2ccccc2S1(=O)=O,15%,5%,51,38,1,3,756,7%,-3.4%,0.7%,i,1.4
COc1ccc2oc(=O)c(C(=O)n3ccc(C)n3)cc2c1,-3%,-12%,-6,-10,1.1,11,737,2%,-4.8%,1.2%,i,6.4
Clc1ccc(NCc2nnc3n2CCCCC3)cc1,15%,4%,18,-45,1,8,813,1%,5.0%,1.1%,i,1.0
COc1ccc(C2CC(c3cccs3)=NN2C(=O)CSc2nc3ccccc3s2)cc1 (stereo unspecified),3%,-2%,9,16,1,74*,614*,8%,2.0%,4.5%,i,0.5
O=C(NCc1nc(-c2ccccc2)no1)c1ccc(Br)o1,12%,11%,-1,-32,1.1,13,710,3%,-0.6%,1.3%[50 µM],i,1.7
CN1CCN(c2cc(=O)n(Cc3ccc(F)cc3)c(=O)[nH]2)CC1,8%,4%,-11,-8,1.1,-2,660,35%,-1.8%,6.8%,i,2.5
CCOc1ncccc1C(=O)N1CCN(C(=O)c2ccccc2)CC1,-4%,-6%,-21,6,1.1,-1,630,-1%,0.2%,0.6%,i,1.5
CCOC(=O)C1(Cc2ccc(OC)cc2)CCN(C(=O)C2CC(=O)N(C3CC3)C2)CC1 (stereo unspecified),x,x,x,x,x,7,752,0%,x,0.0%,i,0.2

# Some of the entries above in a different format:
# Order of results: human PMI inhibition	PMI inhibition	WT yeast gro inh	WT yeast gro inh mutant strain	TNAP activation fold	Hep lipid drop	Hep lipid drop cells 6.5 µM	P. falciparum M1AAP	CSM14.1 death rescue	K1F lysis inhibition	Myeloid diff MLP	Myeloid diff MLP GFP+ MAC1+ %
COc1ccc(S(=O)(=O)CCC(=O)Nc2cc(C)ccc2OC)cc1
→ -30%	-4%	1	14	1.1	-2	682	4%	-7.3%	-0.2%	i	0.1
CCN1/C(=C(\O)c2ccccc2)C(=O)c2ccccc2S1(=O)=O
→ 15%	5%	51	38	1	3	756	7%	-3.4%	0.7%	i	1.4
COc1ccc2oc(=O)c(C(=O)n3ccc(C)n3)cc2c1
→ -3%	-12%	-6	-10	1.1	11	737	2%	-4.8%	1.2%	i	6.4
Clc1ccc(NCc2nnc3n2CCCCC3)cc1
→ 15%	4%	18	-45	1	8	813	1%	5.0%	1.1%	i	1.0
COc1ccc(C2CC(c3cccs3)=NN2C(=O)CSc2nc3ccccc3s2)cc1 (stereo unspecified)
→ 3%	-2%	9	16	1	74*	614*	8%	2.0%	4.5%	i	0.5
O=C(NCc1nc(-c2ccccc2)no1)c1ccc(Br)o1
→ 12%	11%	-1	-32	1.1	13	710	3%	-0.6%	1.3%[50 µM]	i	1.7
CN1CCN(c2cc(=O)n(Cc3ccc(F)cc3)c(=O)[nH]2)CC1
→ 8%	4%	-11	-8	1.1	-2	660	35%	-1.8%	6.8%	i	2.5
CCOc1ncccc1C(=O)N1CCN(C(=O)c2ccccc2)CC1
→ -4%	-6%	-21	6	1.1	-1	630	-1%	0.2%	0.6%	i	1.5
CCOC(=O)C1(Cc2ccc(OC)cc2)CCN(C(=O)C2CC(=O)N(C3CC3)C2)CC1 (stereo unspecified)
→ x	x	x	x	x	7	752	0%	x	0.0%	i	0.2

# Additional entries follow:
SMILES,human PMI inhibition,PMI inhibition,WT yeast gro inh,WT yeast gro inh mutant strain,TNAP activation fold,Hep lipid drop,Hep lipid drop cells 6.5 µM,P. falciparum M1AAP,CSM14.1 death rescue,K1F lysis inhibition,Myeloid diff MLP,Myeloid diff MLP GFP+ MAC1+ %
COC(=O)c1cc(=O)n(Cc2ccc(OC)c(OC)c2)c(=Nc2ccc(F)cc2)s1,9%,2%,14,5,1.1,x,x,-1%,-0.4%,4.2%,i,4.8
CNc1nc(N/N=C/c2ccc([N+](=O)[O-])cc2)nc(Nc2ccccc2)n1,-9%,-9%,21,19,1.1,6,608,8%,-1.6%,7.5%,i,0.4
COc1cccc(S(=O)(=O)NCc2ccc(C(=O)Nc3ccc(Cl)c(Cl)c3)cc2)c1,-3%,-19%,6,7,1,2,793,1%,1.7%,0.1%,i,0.8
C=CC1CN(CC(=O)OC)S(=O)(=O)c2ccccc21 (stereo unspecified),x,x,x,x,x,-25,690,10%,x,0.2%,i,0.8
Clc1cncc(Cl)c1N/N=C/c1ccncc1,10%,3%,-23,-27,1,4,694,8%,-0.5%,0.1%,i,0.7
CCO/C(C)=N/n1c2nc3ccccc3nc2c2c(=O)n(C3CCCC3)c(C)nc21,-4%,-7%,-15,-29,1,x,x,8%,-2.6%,2.5%,i,0.6
O=C(CN1CCN(S(=O)(=O)c2ccc(Cl)cc2)CC1)Nc1ccc(N2CCOCC2)cc1,2%,-5%,-26,-7,1,-14,660,3%,-0.1%,-0.1%,i,0.4
CCOC(=O)C1=NN(C(=O)Cc2ccccc2)C(O)(C(C)(C)C)C1 (stereo unspecified),x,x,2,6,1.1,-8,732,x,-3.3%,0.0%,i,0.0
CCn1cc(C(=S)N2CCC(C(N)=O)CC2)c2ccccc21,4%,5%,-1,-6,1,-30,682,-3%,0.1%,0.2%,i,0.7
COc1ccc(OCc2nnc(NC(=O)Nc3ccc(F)cc3)s2)cc1,-10%,-3%,3,-22,1,-28,652,1%,-1.2%,1.6%,i,0.3
Cc1ccc(O)c(-c2cc(-c3ccccc3[N+](=O)[O-])[nH]n2)c1,21%,12%,58,-20,2.3,-19,607,-4%,0.3%,-2.3%[50 µM],i,0.3
CCSc1nnc2nc(C)cc(C)n12,8%,1%,0,-4,1.1,5,766,4%,2.0%,1.4%,i,0.0
CCOc1ccc(/C=C/C(=O)Nc2cccc(C(C)=O)c2)cc1,3%,0%,8,-10,1,-10,602,5%,3.7%,0.6%,i,0.2
O=C(Cc1c2ccccc2nc2ccccc12)c1ccccc1,-37%,-40%,3,-19,1.1,x,x,5%,-2.5%,6.2%,i,0.2

# Assay outcomes (PubChem)
